Screening results deposited in PubChem BioAssay by Johns Hopkins Ion Channel Center.
CHT block – inhibitors of human choline transporter CHT; High affinity choline transporter 1 (Homo sapiens), Q9GZV3; CHT-expressing cells, membrane potential dye, choline response; stronger effect = lower value; B-score at 10 µM; 310,000 tested, 0.86% active;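 active means B-score over 3 SD under the library average, and starting fluorescence ratio not unusually high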;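 further: choline stimulus applied at its EC90 after an EC20 pre-addition; B-score computed on integrated fluorescence ratio after choline addition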
Target sequence (Q9GZV3 whole entry, looked up): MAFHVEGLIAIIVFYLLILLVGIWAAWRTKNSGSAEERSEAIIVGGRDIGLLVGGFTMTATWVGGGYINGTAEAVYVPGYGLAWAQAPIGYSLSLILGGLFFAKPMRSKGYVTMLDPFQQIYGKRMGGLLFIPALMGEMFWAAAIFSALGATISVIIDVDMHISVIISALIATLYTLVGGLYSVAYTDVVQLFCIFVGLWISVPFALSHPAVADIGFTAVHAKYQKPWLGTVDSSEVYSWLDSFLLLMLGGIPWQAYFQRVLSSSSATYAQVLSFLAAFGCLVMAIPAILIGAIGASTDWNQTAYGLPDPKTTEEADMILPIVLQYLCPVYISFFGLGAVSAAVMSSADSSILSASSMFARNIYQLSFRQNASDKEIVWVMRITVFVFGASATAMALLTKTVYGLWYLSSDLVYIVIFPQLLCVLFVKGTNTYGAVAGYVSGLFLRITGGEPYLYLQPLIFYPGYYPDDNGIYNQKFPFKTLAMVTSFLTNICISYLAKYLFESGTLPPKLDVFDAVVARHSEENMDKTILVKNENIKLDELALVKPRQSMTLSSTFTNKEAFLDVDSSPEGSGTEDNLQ
Kir21 block – inhibitors of mouse Kir2.1 inward-rectifier potassium channel | Inward rectifier potassium channel 2 (Mus musculus), P35561 | HEK293-Kir2.1, FluxOR thallium flux fluorescence; stronger effect = lower value | B-score at 10 µM | 310,000 tested, 0.85% active | AID 1672, 2009;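 active means fluorescence ratio B-score at or below minus 3 SD of library scores, with starting-brightness B-score within 2 SD, cut at about -4.2 in these data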;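 further: channel flux triggered by added potassium and thallium sulfate stimulus; B-score of peak minus minimum fluorescence over baseline after thallium stimulus; more negative B-score means stronger Kir2.1 block with less thallium influx; some compounds called inactive have numbers as strong as hits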
Target sequence (P35561 whole entry, looked up): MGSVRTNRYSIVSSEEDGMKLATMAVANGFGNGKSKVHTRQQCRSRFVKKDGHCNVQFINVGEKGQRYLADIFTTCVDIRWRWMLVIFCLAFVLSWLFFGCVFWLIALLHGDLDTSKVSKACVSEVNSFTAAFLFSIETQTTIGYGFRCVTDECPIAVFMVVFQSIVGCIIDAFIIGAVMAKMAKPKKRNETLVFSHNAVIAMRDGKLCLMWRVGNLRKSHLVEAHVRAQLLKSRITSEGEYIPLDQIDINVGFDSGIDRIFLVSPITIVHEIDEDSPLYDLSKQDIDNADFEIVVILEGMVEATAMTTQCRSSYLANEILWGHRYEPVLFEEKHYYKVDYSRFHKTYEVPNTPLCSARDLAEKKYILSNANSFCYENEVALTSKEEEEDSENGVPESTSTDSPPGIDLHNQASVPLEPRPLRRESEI
KCNQ2 block – KCNQ2 potassium channel inhibitors, primary screen, cell-based, CHO-K1, FluxOR thallium flux, B-score (AID 2156); 310,000 tested, 1.1% active; B-score at 10 µM; 20 min; stronger effect = lower value;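 active means fluorescence ratio B-score at most minus 3 library SDs, with starting brightness B-score within 2 library SDs, cut at about -5.5 in these data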
Active calls of the source: *; i = inactive; x = not tested or not shown.

KCNQ2 block	Kir21 block	canonical_smiles	CHT block
i	-0.48	CCOc1ccc(N2C(=O)C(c3ccccc3)=C(c3nc4ccccc4s3)C2NC(C)=O)cc1 (stereo unspecified)	i
i	3.2	COc1cccc(-n2nnc3c(=O)n(Cc4ccc(C)cc4)cnc32)c1	i
i	0.57	O=C(NCCN1CCN(C(=O)c2ccc(F)cc2)CC1)C(=O)NCc1ccccc1	i
i	0.05	CCNC(=S)Nc1ccc(OCC)cc1	i
i	0.32	COc1ccc(NC(=O)NCc2cccnc2)cc1	i
i	-1.6	CCCc1nc2c(nnn2Cc2ccccc2F)c(=O)[nH]1	i
i	-0.59	COc1cc2c(cc1OC)CN(C(=O)CN1CCN(S(=O)(=O)c3ccccc3)CC1)CC2	i
i	0.77	CC1=Nc2cc([N+](=O)[O-])ccc2NC(C)(C)C1	i
i	-2	CCN(CC)Cc1nc2c(c(=O)[nH]1)C1(CCCC1)Cc1ccccc1-2	i
i	-1.1	COC(=O)Cn1c2nc3ccccc3nc2c2cccc(C)c21	i
i	-2.5	COc1ccc(CCNC(=O)CCc2cn(C)c3ccccc23)c(OC)c1OC	i
i	-0.22	Cc1ccc(S(=O)(=O)NC(=O)c2cc(C)n(-c3ccc(N(C)C)cc3)c2C)cc1	i
i	-0.02	O=C(NNS(=O)(=O)c1ccc(F)cc1)c1cc(Cl)ccc1O	i
i	0.09	O=C(O)C1=C[C@H](c2coc3ccccc3c2=O)C[C@H](OCCCCO)O1	i
i	0.3	CCn1c(COc2cccc(OC)c2)nnc1SCC(=O)NC1CCCC1	x
i	0.22	Cc1ccc(C)c(OCCC(=O)OCC(=O)Nc2ccc(Cl)cn2)c1	i
i	-0.08	CCOC(CNc1c([N+](=O)[O-])c(=O)n(C)c(=O)n1C)OCC	i
i	0.01	COc1cccc(/C=C2\SC(=S)N(CCCC(=O)Nc3cc(C)on3)C2=O)c1	i
i	-0.06	COc1ccc(C(=O)N=C2SC3CS(=O)(=O)CC3N2Cc2ccc(OC)c(OC)c2)cc1 (stereo unspecified)	i
i	-1.3	O=C(Nc1nc2ccccc2[nH]1)C1CCC1	i

Two of these compounds in a different format:
mol | KCNQ2 block | Kir21 block | CHT block
COc1cccc(-n2nnc3c(=O)n(Cc4ccc(C)cc4)cnc32)c1 | i | 3.2 | i
O=C(NCCN1CCN(C(=O)c2ccc(F)cc2)CC1)C(=O)NCc1ccccc1 | i | 0.57 | i

Additional entries.
KCNQ2 block	Kir21 block	canonical_smiles	CHT block
i	-0.83	C=CCNc1nc(Nc2ccc([N+](=O)[O-])cc2)nc(OCC)n1	i
i	-0.24	CCOC(=O)C1=C(c2ccccc2)NC(=S)NC1c1ccc(Cl)cc1 (stereo unspecified)	i
i	0.22	Cc1ccc(N2C(=O)CC3(CC4C=CC3C4)C2=O)cc1 (stereo unspecified)	i
i	0.61	C=CCNC(=O)c1onc(CSc2ccc(F)c(F)c2)c1C(=O)O	i
i	0.7	O=C(Cn1nnc(-c2cccs2)n1)Nc1ccccc1C(F)(F)F	i
i	-0.09	CC(CCn1cccn1)NC(=O)CCc1nnc(C2CCCCC2)o1 (stereo unspecified)	i
i	0.07	COc1cc(/C=N/Nc2ccccc2C(F)(F)F)ccc1O	i
i	0.56	CCOC(=O)c1ccc(NS(=O)(=O)c2c(C)n(C)c(=O)n(C)c2=O)cc1	i
i	-0.04	CCC(=O)Nc1cc(OC)c(NC(=O)c2ccccc2)cc1OC	i
i	-0.34	CCCN1Cc2cccc(C(=O)NCCc3ccccc3)c2C1=O	i

Brought forward from above: two compounds, followed by the next part.
KCNQ2 block	Kir21 block	canonical_smiles	CHT block
i	-0.04	CCC(=O)Nc1cc(OC)c(NC(=O)c2ccccc2)cc1OC	i
i	-0.34	CCCN1Cc2cccc(C(=O)NCCc3ccccc3)c2C1=O	i
i	-0.07	CCCOc1ccc(/C=c2\sc3ncnn3c2=O)cc1	i
i	1.6	CC(C)CC[n+]1ccn(-c2nc3ccccc3nc2[N-]S(=O)(=O)c2ccc(Cl)cc2)c1	i
i	-0.02	COC(=O)c1ccc(CSc2nc3sc(C)c(C)c3c(=O)[nH]2)cc1	i
i	-1.1	COc1ccc(N2Cc3ccccc3C2)cc1Cl	i
i	0.03	CCOC(=O)c1c(NC(=O)COC(=O)Cc2c[nH]c3ccccc23)sc(C(=O)N(C)C)c1C	i
i	1.8	CCCCOc1ccccc1C1C(C(=O)OC)=C(C)N(C)C(C)=C1C(=O)OC	i
i	1.6	O=[N+]([O-])c1ccc(O)c(-c2nc(-c3ccccc3)c(-c3cccs3)[nH]2)c1	i
i	-1.4	CSCC[C@H](NC(=O)COc1ccc(Cl)cc1)C(=O)N1CCC2(CC1)NCCc1[nH]cnc12	i
i	-0.7	CCN(CC)S(=O)(=O)c1cccc(C(=O)N/N=C/c2ccc(OC)c(O)c2)c1	i
i	0.59	CC1CCC(C(C)C)C(OC(=O)COC(=O)c2ccc(N)cc2)C1 (stereo unspecified)	i
i	-0.01	Cc1ccc(NC(=O)c2cccs2)cc1NC(=O)c1ccc(F)cc1	i
i	-1.9	Cc1ccc(C)c(C(=O)COC(=O)c2ccc(Br)o2)c1	i
i	0.1	O=C(ONC1=NCCCCC1)c1c(F)cccc1F	i
i	-0.58	CCN(CC)S(=O)(=O)c1cccc(NC(=O)COC(=O)c2cc(=O)c3ccccc3o2)c1	i
i	1.5	Cc1ccc2nc(-c3ccc(NS(=O)(=O)c4ccc(F)c(F)c4)cc3)sc2c1	i
i	0.95	COC(=O)Cc1cn(-c2ncc(C(F)(F)F)cc2Cl)c2ccccc12	i
i	0.83	O=C(Nc1ccc(F)cc1)Nc1cc(OCC(F)(F)F)cc(OCC(F)(F)F)c1	i
i	-0.04	CC(C)C(=O)N1CCN(c2ccccc2NC(=O)COc2ccccc2)CC1	i
i	0.74	CC1CCc2nn(CC(=O)Nc3c(F)cc(F)cc3Br)cc2C1 (stereo unspecified)	i
i	-7.3*	Cc1noc(C)c1COC(=O)CCN1c2ccccc2Sc2ccccc21	i
i	0.17	NC1=NC[C@@H](Cc2ccc(O)cc2)N1CCc1cccc(F)c1	i
i	-0.16	COc1ccc(CCNC(=O)CSc2nnnn2C)cc1OC	i
i	1.5	Cc1[nH]c2ccccc2c1/C=N/NC(=O)CCC(=O)NCc1ccccc1	i
i	1.4	CCOc1ccc(CCNC(=O)CCn2cccc2)cc1OCC	i
i	-0.04	COc1ccc(C(=O)Nc2ccccc2N2CCCC2)cc1S(=O)(=O)N1CCOCC1	i
i	-0.02	Cc1ccc(C)c(S(=O)(=O)N2CCN(C(=O)c3cc(-c4cccs4)nn3-c3ccccc3)CC2)c1	i
i	0.79	COC(=O)c1ccc(N/C=C/C(=O)c2ccc(OC)c(OC)c2)cc1	i
i	1	CC(C)[C@@H](C(=O)N1CCN(Cc2ccc3c(c2)OCO3)CC1)n1nnc2ccccc2c1=O	i
i	-0.29	Cc1ccc(NC2CCCN(C(=O)CN3C(=O)CSC3=O)C2)cc1C (stereo unspecified)	i
i	0.59	O=C(Nn1cnc2ccccc2c1=O)C1CCCCC1	i
i	0.86	O=C(COc1cc(Cl)c(Cl)cc1Cl)Nn1cnnc1	i
i	0.59	CCOC(=O)/C(CCC[N+](C)(CC)CC)=N\O	i
i	-0.36	Cc1cc(SCC(=O)c2cc3ccccc3o2)nc2ccccc12	i
i	0.48	CN(CCC#N)C(=O)CSc1nnc(-c2c[nH]c3ccccc23)o1	i
i	-0.65	O=C(c1ccc(F)cc1Cl)N(c1ccccn1)C1CCCCC1	i
i	-0.22	O=C(CCl)N(c1ccccc1)c1c[nH]c2ccccc12	i
i	-1.2	COC(=O)C1=C(C)N=c2s/c(=C/c3ccoc3)c(=O)n2C1c1ccccc1 (stereo unspecified)	i
i	-0.04	COC(=O)Cc1ccc(Oc2ncc(C(F)(F)F)cc2Cl)cc1	i
i	0.66	CCCS(=O)(=O)N1CCC(C(=O)c2cccc(C(F)(F)F)c2)CC1	i
i	0.74	COc1ccc(C(=O)CC2SC(N)=NC2=O)cc1 (stereo unspecified)	i

As a short view, part of the list above.
KCNQ2 block	Kir21 block	canonical_smiles	CHT block
i	0.86	O=C(COc1cc(Cl)c(Cl)cc1Cl)Nn1cnnc1	i
i	0.59	CCOC(=O)/C(CCC[N+](C)(CC)CC)=N\O	i
i	-0.36	Cc1cc(SCC(=O)c2cc3ccccc3o2)nc2ccccc12	i

Continuation.
KCNQ2 block	Kir21 block	canonical_smiles	CHT block
i	-1.3	CCOC(=O)CSc1nc2c(cnn2-c2ccc(F)cc2)c(=O)[nH]1	i
i	0.25	Cc1ccc(-c2csc(NC(=O)c3cccc(S(=O)(=O)N4CCN(C)CC4)c3)n2)cc1	i
i	-0.65	O=C(CSc1nc2c(c(=O)n1-c1ccc(F)cc1)SCC2)Nc1ccc2c(c1)OCO2	i
i	-1.1	CCCn1c(SCC(=O)NCc2ccc(F)cc2)n[nH]c1=O	i
i	0	O=C(COc1coc(CN2CCc3ccccc3C2)cc1=O)Nc1ccccc1F	i
i	0.8	O=C(NCc1ccco1)c1cc(-c2ccc(Cl)cc2)on1	i
i	-1.2	COc1ccc(-n2cnnc2SCC(=O)c2cc(C)n(Cc3cccs3)c2C)cc1	i
i	0.06	Cc1ccc(CS(=O)Cc2ccc(C(=O)NC3CCCCC3)o2)cc1 (stereo unspecified)	i
i	-0.21	O=C(Cc1ccc(Cl)cc1)OCc1nnc(-c2ccccc2)o1	i
i	-0.04	Cc1cccn2c(=O)c3cc(S(=O)(=O)c4ccc(Br)cc4)c(=N)n(C4CCCCC4)c3nc12	i
i	-0.22	CCN(CC(=O)Nc1c(F)cccc1F)C(=O)CSCC(=O)Nc1ccc(OC)cc1	i
i	-1.2	COc1ccc(CNC(=O)CSc2nn3c(=O)c(C(C)(C)C)nnc3s2)cc1OC	i
i	1.1	CS(=O)(=O)NNC(=O)Cn1nnc(-c2ccc(OCc3ccccc3Cl)cc2)n1	i
i	0.61	O=C(O)[C@@H]1Cc2c([nH]c3ccccc23)C2CCC(=O)N21 (stereo partly specified)	i
i	-1.2	CC1C/C(=N\NC(N)=S)c2cc(Cl)ccc2S1 (stereo unspecified)	i
i	-0.96	CNC(=O)NC1CCCCc2sccc21 (stereo unspecified)	i
i	-1.5	COc1ccc([N+](=O)[O-])cc1NS(=O)(=O)Cc1ccccc1	i
i	1.5	O=S1(=O)NC2c3ccccc3CC2O1 (stereo unspecified)	i
i	-1.1	O=C(CC12CC3CC(CC(C3)C1)C2)Nc1ccc2c(c1)COC2=O	i
i	-0.5	Cc1c(C(=O)OC(C)C)sc(N)c1C(=O)OC(C)C	i
i	0.19	CC1=CC=CC2=NC(=O)CC(C)(C(=O)N(CC(=O)NC3CCCC3)c3ccccc3C)N12 (stereo unspecified)	i
i	1.2	CCOC(=O)CCC(=O)N1CCOCCOCCN(C(=O)CCC(=O)OCC)CCOCC1	i
i	-3	CSc1nc2nc(-c3ccc(F)cc3)c(CCN3CCN(C)CC3)cn2n1	i
i	-0.85	O=C1Nc2ccccc2C12NCCc1c2[nH]c2ccccc12 (stereo unspecified)	i
i	-0.43	COCCN(C(=O)COC(=O)c1ccc(Cl)nc1)c1c(N)n(Cc2ccccc2)c(=O)[nH]c1=O	i
i	-0.01	O=C(O)Cc1ccc(OCc2ccc(Cl)nc2)cc1	i
i	2.8	COc1ccc(CCN2CCCC(CN(C)C(=O)c3ccoc3)C2)cc1 (stereo unspecified)	i
i	1.7	COc1cccc(N(C(=O)CNC(=O)c2ccco2)C(C(=O)NC2CCCC2)c2ccco2)c1 (stereo unspecified)	i
i	-2.6	CCOC(=O)c1nc(NNC(=O)c2ccc([N+](=O)[O-])cc2)sc1C	-9.9*
i	-1.6	Cc1ccc(CNC(=O)[C@H]2C[C@@H]2[C@H](NP(=O)(c2ccccc2)c2ccccc2)c2ccccc2)o1	i
i	0.5	Cc1ccc(CN2C(=O)CCC2C(=O)NCc2ccc(F)cc2)cc1 (stereo unspecified)	i
i	-2.8	c1ccc(NCc2nc3ccccc3n2CCOc2ccccc2)cc1	i
i	0.06	C=CCOC(=O)c1ccc(N2CCN(c3ccccc3)CC2)nc1	i
i	-1.6	COc1ccc(N2CCN(C(=O)CCc3nc(-c4ccc(C)cc4)no3)CC2)cc1	i
i	-0.98	O=c1c2cccnc2[nH]c(=S)n1Cc1ccccc1	i
i	1.7	COC(=O)c1cc(NC(=O)c2cc(-c3ccc(C(F)(F)F)cc3)oc2C(F)(F)F)ccc1N1CCOCC1	i
i	0.61	CCOC(=O)c1ccc(-c2ccc(/C=C(\C#N)C(=O)NCC3CCCO3)o2)cc1 (stereo unspecified)	i
i	0.69	CC/C(=N\NC(=O)c1c(C)nc2ccccn12)c1ccccc1	i
i	0.5	CCC(CC)NC(=O)Nc1ccc(C)cc1	i
i	1.3	CCCCCc1ccc(-c2cn(CCc3c[nH]c4ccccc34)nn2)cc1	i

Quoted at random: two records from the list
KCNQ2 block	Kir21 block	canonical_smiles	CHT block
i	0.5	CCC(CC)NC(=O)Nc1ccc(C)cc1	i
i	1.3	CCCCCc1ccc(-c2cn(CCc3c[nH]c4ccccc34)nn2)cc1	i

(further entries)
KCNQ2 block	Kir21 block	canonical_smiles	CHT block
i	0.48	CCCn1c(=O)c(C#N)cn(C2CC2)c1=O	i
i	-2.8	CCOC(=O)c1cc(S(=O)(=O)NCc2ccc3c(c2)OCO3)cn1C	i
i	-0.67	O=[N+]([O-])c1ccc2[nH]c3c(c2c1)CCCC3	i
i	-2.2	O=C(c1c(F)cccc1F)N(Cc1ccccc1)Cc1ccccc1	i
